TexasRed fluor = alters Texas Red total fluorescence, flagging assay interference | 280,000 tested, 0.29% active | TRb/SRC2 Texas Red total fluorescence interference | Potency, µM (series often up to 106 µM), for inactives: top-dose fluorescence change, negative = quenching; active means well fitted curve in either direction with a large enough effect; inconclusive means small, poorly fitted or top-dose-only effect; further: potency means the concentration at half of the fitted maximal effect; on the % scale 0 is the no-effect control and ±100 the full control effect
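Flags fluorescent or light-absorbing compounds by total fluorescence, S + 2P, at 555 nm excitation and 632 nm emission. Mixture: 20 nM Texas Red SRC2 peptide, 0.6 uM human TRb LBD, 1 uM T3, 5% DMSO; compound exposure 5 h at ambient temperature.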
Epigenetic derep = derepresses silenced GFP reporter in murine cells | 280,000 tested, 0.2% active | Potency, µM (top dose mostly 53.9 µM), for the others: at the highest dose GFP activation, hits mostly activators | AID 1865 | murine LDR cells, GFP reporter derepression, 30 h; further: potency means the concentration at half of the fitted maximal effect; % of control where 0% means no effect; nearly all actives have a fitted effect of over 60% in size
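Reporter derepression read as number of fluorescent GFP-positive objects, 20-120 um in size, counted by laser-scanning cytometer. Mouse LDR line with an epigenetically silenced CMV-GFP locus; compound incubation 30 h, 37 C.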
aGal spleen mod = alpha-galactosidase A (human) modulation; P06280; human spleen homogenate, 4MU-alpha-Gal fluorescence, 40 min; Potency, µM (series often up to 80 µM), for inactives: top-dose activity change, negative = inhibition, hits mostly inhibitors; 240,000 tested, 0.008% active; AID 2107;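 further: potency means the concentration at half of the fitted maximal effect; 0% = enzyme with vehicle and -100% = no enzyme basal signal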
Target sequence (P06280 32-429 limits assumed): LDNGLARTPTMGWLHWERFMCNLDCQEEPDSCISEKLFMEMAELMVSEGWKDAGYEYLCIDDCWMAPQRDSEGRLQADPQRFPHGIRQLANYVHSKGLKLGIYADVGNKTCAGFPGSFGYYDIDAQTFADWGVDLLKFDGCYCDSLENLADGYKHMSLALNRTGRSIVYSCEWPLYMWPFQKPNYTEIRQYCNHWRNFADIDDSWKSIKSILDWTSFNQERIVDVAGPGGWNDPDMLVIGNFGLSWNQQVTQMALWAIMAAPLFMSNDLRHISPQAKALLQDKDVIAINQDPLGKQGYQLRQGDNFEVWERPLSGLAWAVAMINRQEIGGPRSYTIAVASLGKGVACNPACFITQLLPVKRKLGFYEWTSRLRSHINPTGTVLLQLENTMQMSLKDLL
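Spleen homogenate 1 ug + cpd (titration) + 4-MU-alpha-D-galactopyranoside 1 mM; 37C 40 min; 50 mM citrate/phosphate pH 5.0, 0.01% Tween-20; stop pH 10; fluorescence 365/440; AC50 via Hill.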
NPSR antagonist = antagonists of human neuropeptide S receptor cAMP signaling | 220,000 tested, 1% active | Potency, µM (top dose mostly 38.3 µM), for inactives: at the top dose activity change, negative = inhibition, most hits filed as inhibitors | Q6W5P4 | CHO-NPSR cells, cAMP TR-FRET, antagonist mode; further: potency means the concentration at half of the fitted maximal effect; on the % scale 0 is the no-effect control and ±100 the full control effect; nearly all actives have a fitted effect of over 50% in size; many of its hits are not listed in these tables
Target sequence (Q6W5P4 whole entry, looked up): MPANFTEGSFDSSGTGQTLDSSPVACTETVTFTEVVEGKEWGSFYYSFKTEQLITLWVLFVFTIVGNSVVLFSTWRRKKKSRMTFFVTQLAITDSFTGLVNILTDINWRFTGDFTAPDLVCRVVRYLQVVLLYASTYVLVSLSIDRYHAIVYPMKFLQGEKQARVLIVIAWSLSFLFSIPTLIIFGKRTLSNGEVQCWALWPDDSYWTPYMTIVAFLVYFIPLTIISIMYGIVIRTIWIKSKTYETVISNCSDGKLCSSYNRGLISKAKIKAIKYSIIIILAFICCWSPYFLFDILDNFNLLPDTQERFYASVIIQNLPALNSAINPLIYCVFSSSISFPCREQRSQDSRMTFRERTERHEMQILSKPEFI
Tau FP inhib = inhibitors of human tau fibril formation | K18 P301L tau heparin fibrillization, Alexa594 FP, 6 h | Potency, µM (top dose mostly 57.7 µM), inactives show at the top dose activity, negative = inhibition, actives largely listed as inhibitors | 280,000 tested, 0.39% active; further: potency means the concentration at half of the fitted maximal effect; on the % scale 0 is the no-effect control and ±100 the full control effect; nearly all actives have a fitted effect of over 55% in size
Target sequence (P10636 561-689 P618L limits assumed): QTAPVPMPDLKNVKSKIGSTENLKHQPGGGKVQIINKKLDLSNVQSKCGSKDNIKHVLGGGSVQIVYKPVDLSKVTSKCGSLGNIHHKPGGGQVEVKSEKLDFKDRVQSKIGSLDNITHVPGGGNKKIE
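K18 P301L tau (15 uM unlabeled/0.24 uM Alexa 594-labeled, final) + compound + heparin 20 uM final; 100 mM NaOAc pH 7; 6 hr 37 C; ThT 30 uM final added, 1 hr RT; FP ex 555/em 632 nm.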
CBFb RUNX1 block = CBF-beta/RUNX1 interaction disruption. Q01196+Q13951. AlphaScreen CBFb-His/RUNX1-biotin binding, biochemical. Potency, µM (doses to about 59.8 µM), for inactives: at the top dose activity, negative = inhibition, usual class: inhibitors. 230,000 tested, under 10 active. AID 1477; further: % of control where 0% means no effect
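AlphaScreen proximity signal reports loss of binding between His-tagged CBF-beta and biotin-labelled RUNX1, each at 30 nM. Proteins are pre-associated for 20 minutes, compounds added for 15 minutes, then beads for 90 minutes, all at ambient temperature.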
TRb-SRC2 inh = disrupts binding of human TR beta to SRC2; Potency, µM (top dose mostly 106 µM), inactives show at the top dose activity change, negative = inhibition, most hits filed as inhibitors; AID 1469; 280,000 tested, 0.065% active; TRbeta-SRC2 peptide binding, fluorescence polarization; receptor liganded with 1 µM T3;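 further: potency means the concentration at half of the fitted maximal effect; plate controls were bound peptide for no effect and peptide without receptor for full effect; nearly all actives have a fitted effect of over 50% in size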
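TRb LBD 0.6 uM + Texas Red SRC2 peptide 20 nM, 1 uM T3, Tris buffer w/ 5% DMSO; compound pinned, 5 h RT; FP read ex 555/em 632; normalized to unbound and bound controls.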
Tau fluor counter = counter-screen for tau fibril formation inhibitors; tau K18 P301L Alexa594 fluorescence, heparin fibrillization; 280,000 tested, 0.93% active; Potency, µM (series often up to 57.7 µM), for inactives: at the highest dose activity change, negative = decrease; further: potency means the concentration at half of the fitted maximal effect; on the % scale 0 is the no-effect control and ±100 the full control effect; nearly all actives have a fitted effect of over 55% in size
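Human tau K18 P301L (15 uM unlabeled, 0.24 uM Alexa 594-labeled) in 100 mM sodium acetate pH 7 with 20 uM heparin, 6 hr at 37 C. ThT 30 uM added, 1 hr ambient; Alexa 594 FP and total fluorescence read at 555/632 nm.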
The depositor's hits bear a star; ? = inconclusive; nt = not tested or not shown; [ ] = remark or other dose. Unless noted, the call rests on the fitted dose curve; in most records, active means well fitted curve in the direction sought with a large enough effect; inconclusive means small, poorly fitted or top-dose-only effect, or another doubt; inactive means no such curve, though single readings can be large; an effect the other way counts as inactive or inconclusive.

SMILES	TexasRed fluor	Epigenetic derep	aGal spleen mod	NPSR antagonist	Tau FP inhib	CBFb RUNX1 block	TRb-SRC2 inh	Tau fluor counter
COc1ccc(C(=O)/C=C/Nc2ccc(S(=O)(=O)Nc3onc(C)c3C)cc2)cc1	-6.6%	0.0%	-0.1%	-17.9%	-1.5%	-5.1%	-0.4%	-14.3%
Cc1ccc(C(C)C)cc1C(=O)CC1(O)C(=O)N(C)c2ccccc21 (stereo not given)	0.9%	0.6%	-9.0%	-4.7%[46.1 µM]	0.5%	2.1%	-1.9%	-1.0%
S=C(NCc1ccco1)N1CCN(Cc2ccc(Cl)cc2Cl)CC1	-4.0%	-1.1%	-7.3%	-21.1%[46.1 µM]	2.9%	-9.1%	5.5%	-27.8%
Cc1ccc2oc(=O)c3cc(C(=O)N(Cc4ccccc4)C(C)C)sc3c2c1	-2.3%	-1.1%	nt	nt	-8.1%	nt	-5.9%	-17.7%
CCN(CC)S(=O)(=O)c1ccc(N2CCOCC2)c(NC(=O)CCOc2ccccc2)c1	-0.6%	-0.4%	7.1%	5.4%	?	4.2%	1.8%	-12.3%
N=C1C(c2ccccc2)=C(O)CN1c1cccc2ccccc12	-2.7%	-2.8%	-0.5%	-12.1%	3.9%	-0.3%	-4.1%	-4.4%
CCOc1ccc(NC(=O)CCc2nc3cccnc3n2Cc2ccc(OC)cc2)cc1	?	-1.1%	nt	nt	-16.3%	nt	2.1%	-14.9%
COc1ccccc1Oc1ccc2c(c1)C(=O)N(c1ccc(C)cc1)C2=O	2.0%	0.0%	6.5%	-11.1%[46.1 µM]	-0.4%	-6.3%	-9.6%	-9.5%
O=C(O)CNC(=S)N(Cc1ccccc1F)C1CCCCC1	-0.9%	-5.7%	0.2%	-9.4%	2.8%	14.1%	-23.8%	2.2%
COc1ccc(-c2onc(C)c2C)cc1S(=O)(=O)NCc1ccc(C)o1	-0.8%	-2.1%	nt	nt	-5.6%	nt	2.2%	-13.1%
Cc1nn(-c2ccccc2)nc1CNC(=O)C1CCC1	-0.3%	1.1%	-2.7%	3.4%	-4.7%	-1.7%	1.8%	-13.1%
CC(=O)c1c(C(C)=O)c(C)n(Cc2ccc(Cl)cc2)c1C	1.4%	1.0%	2.0%	-8.7%[46.1 µM]	0.7%	11.3%	-6.8%	-14.7%
O=c1cc(N2CCN(c3ccccc3)CC2)[nH]c(=O)n1C1CCCCC1	0.4%	-1.1%	1.5%	-5.6%[46.1 µM]	-2.3%	-1.5%	4.2%	2.0%
COc1ccc(-c2onc(C)c2C)cc1S(=O)(=O)N1c2ccccc2CC1C (stereo not given)	0.5%	-1.1%	nt	nt	-4.0%	nt	-7.5%	?
CCOC(=O)Cc1csc(SCC(=O)/C(C#N)=C(\C)N)n1	2.9%	-1.7%	-7.3%	-3.2%[46.1 µM]	0.9%	-9.7%	-0.4%	0.7%

Single entries from the entries so far:
Under NPSR antagonist, COc1ccc(C(=O)/C=C/Nc2ccc(S(=O)(=O)Nc3onc(C)c3C)cc2)cc1 is entered as -17.9%
Under NPSR antagonist, CCN(CC)S(=O)(=O)c1ccc(N2CCOCC2)c(NC(=O)CCOc2ccccc2)c1 is entered as 5.4%

Carrying on:
SMILES	TexasRed fluor	Epigenetic derep	aGal spleen mod	NPSR antagonist	Tau FP inhib	CBFb RUNX1 block	TRb-SRC2 inh	Tau fluor counter
Cc1onc(-c2c(Cl)cccc2Cl)c1-c1nnc(-c2ccc(Cl)cc2)o1	-6.8%	1.1%	-6.2%	?	-10.7%	?	-5.0%	-10.4%
CCOC(=O)CN1NC2(CCCCCC2)NC1=S	-6.0%	0.1%	-8.1%	-4.1%	10.7%	-6.3%	2.0%	-10.3%
CC(C)(C)c1ccc(C(=O)N/N=C/c2ccc(OCCCF)cc2)cc1	-8.2%	7.2%	-10.9%	-7.0%	-9.3%	0.5%	-2.0%	-13.7%
COc1ccccc1Nc1nc(NCC(C)C)nc(N)c1[N+](=O)[O-]	-1.6%	6.7%	-6.1%	-37.0%	-15.5%	-0.6%	-0.9%	?
Cc1nnc(SCc2ccccc2)nc1/C=C/NOCc1ccc(Cl)cc1Cl	-0.6%	0.2%	4.4%	-13.1%[46.1 µM]	1.0%	-5.8%	-9.9%	-0.8%
Cc1cc(-c2n[nH]c(=S)n2/N=C/c2cc([N+](=O)[O-])ccc2Cl)n[nH]1	-1.0%[53 µM]	0.0%	-8.7%	-17.3%	-13.1%	-4.4%	-5.7%[53 µM]	-8.1%
Cc1ccc(NC(=O)Cn2nc(N3CCN(c4ccccc4)CC3)ccc2=O)cc1F	1.2%	7.3%	nt	nt	9.6%	nt	-2.2%	?
CCSc1ccc2cc(OC)ccc2[n+]1CC	-3.2%	-1.3%	21.0%	4.0%	1.6%	-8.4%	1.8%	-18.4%
CC(C)(C)OC(=O)N1CCC(CNC(=O)Nc2ccccc2)CC1	-0.4%	3.8%	0.8%	-11.0%	0.4%	8.1%	-1.5%	-12.0%
CN(c1ccccc1)S(=O)(=O)c1ccc(C(=O)OCC(=O)NCc2ccco2)cc1	-0.3%	-0.8%	2.3%	-15.8%[46.1 µM]	-1.2%	-4.0%	-3.9%	-16.7%
COC(=O)CCCCC1SCC(NC(=O)OC)C1NC(=O)OC (stereo not given)	1.1%	2.8%	-2.5%	-1.1%[7.67 µM]	5.2%	0.6%	-5.5%	4.6%
CCC(Sc1nc(C)cc(C)n1)C(=O)Nc1cc(C)on1 (stereo not given)	0.0%	8.1%	-0.4%	-0.7%	2.5%	-3.0%	-8.6%	-4.0%
Cc1cc(CN(C)C(=O)c2cc(COc3ccc(F)cc3Cl)on2)n[nH]1	0.0%[53 µM]	3.2%	-4.5%	5.3%	3.2%	3.0%	1.6%[53 µM]	-8.6%
CCCn1nnnc1NCc1cccn1C	0.2%	-6.6%	3.7%	8.0%[46.1 µM]	-10.1%	-4.7%	-2.7%	-5.5%
CSc1ccccc1C(=O)Nc1cccc([N+](=O)[O-])c1	-3.0%	-0.8%[10.1 µM]	1.8%	2.0%	-4.2%	1.2%	-0.7%	-12.4%
CCOC(=O)C1=Nc2ccccc2C1=[N+]=[N-]	-5.8%	0.9%	0.2%	4.3%[46.1 µM]	0.6%	-2.4%	-2.3%	1.7%
Oc1ccccc1CNc1ncc(Br)cc1Br	-1.3%	0.0%	-7.9%	-13.2%[46.1 µM]	-10.5%	4.0%	-11.4%	?
CCn1c(=O)c2cc(C(=O)NCCc3cccc(C)c3)sc2c2ccccc21	-4.9%	0.0%	nt	nt	-13.3%	nt	2.3%	-9.2%
CCCOc1ccc(C2C(=O)N(C3CCCCC3)CC(=O)N2C2CC2)cc1OC (stereo not given)	-0.2%	0.0%	4.8%	?	1.8%	2.2%	-2.5%	-2.6%
Cc1cccc2c1N(CCOc1ccccc1)C(=O)C2=O	-0.6%	4.2%	3.4%	-9.8%	-4.4%	?	-0.4%	-7.4%
O=[N+]([O-])c1ccc(-c2cn(-c3ccccc3F)c(=S)[nH]2)cc1	-1.6%	-1.5%	1.7%	3.9%	5.1%	-6.0%	-4.3%	?
CCCOc1ccc(-c2nnn(CC(=O)c3ccc4c(c3)OCCO4)n2)cc1	-2.1%	0.7%	1.3%	-0.6%[46.1 µM]	-18.9%	1.4%	0.2%	-24.3%
O=C(N/N=C/c1ccc(-c2ccccc2[N+](=O)[O-])o1)c1cncc(Br)c1	-1.7%	0.0%	-2.2%	2.6%	?	-19.3%	-6.4%	?
Cc1ccc(SC[C@H](c2ccccc2)N2CCN(CC(C)C)CCC2=O)cc1	0.1%	-1.9%	3.0%	?	8.2%	6.7%	6.8%	4.6%
COc1ccccc1OCCOCCOc1ccc(C)cc1[N+](=O)[O-]	2.5%	-1.1%	1.0%	8.9%	3.4%	8.1%	0.8%	-11.4%
CCCCN(C)C(=O)C1CCCN(c2ncnc3onc(C)c23)C1 (stereo not given)	1.5%	-0.2%	nt	nt	-7.6%	nt	4.0%	-9.6%
O=S(=O)(NCCc1csc(-c2cccnc2)n1)c1ccc(Cl)s1	-3.5%	-0.2%	4.2%	-12.4%[46.1 µM]	5.8%	-2.0%	-5.0%	-16.7%
COc1ccc(NC(=O)Nc2ccc3oc(C)nc3c2)cc1	14.0%[53 µM]	3.9%	6.3%	1.1%	15.2%	0.4%	-0.6%[53 µM]	-16.3%
N#CC1=C2SCN(c3ccccc3)CN2C(=O)CC1c1ccccc1Cl (stereo not given)	-1.8%	-1.7%	0.4%	-5.3%[46.1 µM]	?	-4.8%	6.6%	-28.0%
CCOc1ccc(-n2cc(-c3ccccc3)c3c(N4CCC(C)CC4)ncnc32)cc1	-1.7%	2.0%	nt	nt	-1.8%	nt	1.5%	-9.7%

Part of the list above, limited to TexasRed fluor:
Compound	TexasRed fluor
CCCCN(C)C(=O)C1CCCN(c2ncnc3onc(C)c23)C1 (stereo not given)	1.5%
CCn1c(=O)c2cc(C(=O)NCCc3cccc(C)c3)sc2c2ccccc21	-4.9%
COc1ccccc1OCCOCCOc1ccc(C)cc1[N+](=O)[O-]	2.5%

The results go on:
SMILES	TexasRed fluor	Epigenetic derep	aGal spleen mod	NPSR antagonist	Tau FP inhib	CBFb RUNX1 block	TRb-SRC2 inh	Tau fluor counter
COc1cc(Cl)c(C)cc1Nc1nc2ccccc2n2cnnc12	-81.1%[53 µM]	0.0%	nt	nt	-6.2%	nt	-24.3%[53 µM]	-30.0%
CC(=O)Oc1cccc(C(=O)O)c1OC(C)=O	1.8%	0.0%	14.2%	nt	2.6%	14.3%	-8.5%	1.4%
Cc1ccc(S(=O)(=O)CCc2nnc(NC(=O)c3cnccn3)s2)cc1	1.0%	0.9%	11.9%	-6.8%[46.1 µM]	2.7%	6.9%	1.2%	7.2%
O=C1CC(N2CCC(c3nc4ccccc4s3)CC2)C(=O)N1Cc1ccccc1 (stereo not given)	-3.2%	-1.0%	-0.2%	-13.1%[46.1 µM]	-2.1%	2.1%	-2.8%	-12.5%
CCOC(=O)c1cccc(NC(=O)CSc2nc3cccnc3n2C)c1	-0.2%	0.0%	-4.7%	-16.4%[46.1 µM]	-2.2%	5.2%	2.1%	-11.5%
O=C(Cc1ccc(F)cc1)NCc1cccnc1	1.0%	3.4%	-4.7%	-14.9%	-1.4%	6.2%	-10.4%	-7.0%

High-throughput results: PubChem, National Center for Advancing Translational Sciences (NCATS)

Only part of the results is shown; count on the stated rates, not on these rows.
